N-glyco inh: N-linked glycosylation inhibition; D54 ERlucT glycosylation luciferase reporter, 24 h; percent of 100 nM tunicamycin response; reporter increase, % at 12.5 µM; 360,000 compounds, 0.23% hits;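 active = mean luciferase reporter signal, scaled so untreated is 0 and the glycosylation-blocking control 100, at or above a set limit in every replicate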;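 also: luciferase carries N-glycosylation sites so blocking glycosylation raises the light; 0% = median of neutral control wells and 100% = median of 100 nM tunicamycin wells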
PDI inh: blocks human protein disulfide isomerase activity | PDI insulin aggregation turbidity, A650, 90 min | inhibition, % at 10 µM | 350,000 compounds, 0.052% hits | AID 588391;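 active = mean inhibition across replicates of 30% or more, whatever share of single replicates reach that level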;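 also: absorbance from insulin aggregation driven by PDI reduction with DTT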
Target sequence (P07237 whole entry, looked up): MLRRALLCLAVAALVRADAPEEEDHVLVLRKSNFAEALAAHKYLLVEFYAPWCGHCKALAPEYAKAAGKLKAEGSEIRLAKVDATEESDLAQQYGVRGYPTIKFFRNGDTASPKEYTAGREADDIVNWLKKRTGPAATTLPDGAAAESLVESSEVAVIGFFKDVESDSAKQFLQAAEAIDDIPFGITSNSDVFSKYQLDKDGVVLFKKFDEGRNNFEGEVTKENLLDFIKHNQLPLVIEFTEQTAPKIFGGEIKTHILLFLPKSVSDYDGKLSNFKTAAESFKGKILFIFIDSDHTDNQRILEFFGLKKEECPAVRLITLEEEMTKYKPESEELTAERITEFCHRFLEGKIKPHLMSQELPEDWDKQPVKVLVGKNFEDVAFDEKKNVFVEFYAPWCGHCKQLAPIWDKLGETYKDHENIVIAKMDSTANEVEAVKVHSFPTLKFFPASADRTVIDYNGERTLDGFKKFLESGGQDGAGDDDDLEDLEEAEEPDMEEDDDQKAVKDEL
ABHD5-PLIN5 inh: inhibitors of human ABHD5-perilipin-5 interaction | inhibition, % at 4 µM | Q00G26+Q8WTS1 | 360,000 compounds, 0.78% hits | Split G. princeps luciferase complementation, luminescence, 4 h;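 active = inhibition above the mean inhibition across every tested compound plus 3 SD, cut at about 22% in these data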;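 also: 0% = DMSO only wells and the 100% control is not disclosed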
H9c2 protect: myocardial damage modulation in H9c2 cells; H9c2 cardiomyocytes, H2O2 injury protection, ATPLite, 2 h; protection from H2O2 cell death, % at 20 µM; 360,000 compounds, 0.63% hits; AID 588492;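 active = compounds giving at least 50% protection of heart cells from peroxide-induced death in the single-dose screen, raw or plate-pattern-corrected value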;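 also: 0% = DMSO wells with peroxide and 100% = DMSO wells without peroxide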
CaV13 ICDI inh: Primary screen for inhibitors of IQ motif and Ca2+-dependent inactivation inhibitor domain binding in CACNA1D, Förster resonance energy transfer in living cells, …; HEK cells, CFP/YFP FRET ICDI-IQ, plate reader, 10 min; percent FRET-ratio fall versus neutral wells; inhibition, % at 12.3 µM; 340,000 compounds, 0.098% hits; AID 743397;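 active = mean replicate inhibition of at least 30% and at least 1% of replicates passing that level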;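 also: 0% = median of the neutral control wells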
MC4R ag barr: activates human MC4R beta-arrestin recruitment. activation, % at 8.9 µM. U2OS MC4R beta-arrestin complementation, luminescence; percent of melanotan II response, DMSO zero. P32245. 360,000 compounds, 0.98% hits. AID 540308;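 active = activation above a per-plate cutoff, the mean activation of sample wells on that plate plus 3 SD, cut at about 8% in these data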
Target sequence (P32245 whole entry, looked up): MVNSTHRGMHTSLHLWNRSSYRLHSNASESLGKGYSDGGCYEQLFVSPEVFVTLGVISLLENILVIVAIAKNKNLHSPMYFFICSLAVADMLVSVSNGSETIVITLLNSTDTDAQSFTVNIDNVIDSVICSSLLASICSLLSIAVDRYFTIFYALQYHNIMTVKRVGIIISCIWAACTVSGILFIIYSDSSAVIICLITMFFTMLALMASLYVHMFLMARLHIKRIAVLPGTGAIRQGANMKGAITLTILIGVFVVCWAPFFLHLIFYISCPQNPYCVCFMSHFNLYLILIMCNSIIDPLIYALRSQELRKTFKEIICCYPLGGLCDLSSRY
MC4R antagonist: human MC4R antagonism in cAMP assay. MC4R-expressing cells, MTII-stimulated cAMP, LANCE TR-FRET. inhibition, % at 6.5 µM. 360,000 compounds, 0.48% hits. AID 540295;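 active = inhibition above its plate's cutoff, the mean of tested wells on that plate plus 3 SD, cut at about 29% in these data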;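 also: 0% = Melanotan II alone and 100% = Melanotan II plus saturating MCL0020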
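System: U2OS cells stably expressing human melanocortin 4 receptor (MC4R). Reagent: Melanotan II challenge after compound preincubation. Doses: 6.5 µM. Times: 30-min compound, 1-h challenge, 1-h detection, room temperature. Measured by: TR-FRET with Eu-cAMP and labeled anti-cAMP, 671 nm. Replicates: singlicate.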
m5-HT2A agonist: agonists of mouse serotonin 5-HT2A receptor (HTR2A) | CHO-K1 mHTR2A beta-arrestin complementation, luminescence; percent of 30 µM serotonin response | activation, % at 7.6 µM | 360,000 compounds, 0.66% hits;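 active = activation above a run cutoff, the mean activation of all tested compounds plus 3 SD, cut at about 14% in these data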;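 also: 0% = plate median of compound wells and 100% = 30 µM serotonin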
ABCB6 inh 2: inhibitors of human ABC transporter ABCB6; K562-ABCB6 porphyrin accumulation, flow cytometry, 1 h; hits give low values; fluorescence ratio to DMSO, % at 10 µM; 360,000 compounds, 0.19% hits; AID 602162;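 active = fluorescence ratio to DMSO below 75%, the collection mean minus 3 SD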;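 also: signal is porphyrin accumulated inside mitochondria; 100% equals median channel fluorescence of DMSO control wells; lower ratio means ABCB6 inhibition with less porphyrin fluorescence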
Granule exo inh: lytic granule exocytosis inhibition; TALL-104 LAMP-1 surface exposure, flow cytometry; cells stimulated with thapsigargin and PMA; inhibition, % at 10 µM; 360,000 compounds, 0.66% hits;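 active = inhibition above about 55%, limit read from the data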
* hit, by the source's call; · = no result given; & = joins results of further samples.

SMILES | N-glyco inh | PDI inh | ABHD5-PLIN5 inh | H9c2 protect | CaV13 ICDI inh | MC4R ag barr | MC4R antagonist | m5-HT2A agonist | ABCB6 inh 2 | Granule exo inh
COCCn1cnc2c1c(=O)n(CC(=O)OCC(=O)NCCCc1ccccc1)c(=O)n2Cc1ccccc1 | -1 | -1 | -1 | 14 | -20 | 0.0 | 12 | -4 | 100 | 2
COc1ccc(NC2=NCC(=O)N2c2ccccc2F)cc1 | 2 | -2 | -3 | -4 | · | -0.6 | 2 | 0 | 93 | 0
CCOP(=O)(OCC)c1nc(-c2ccc(Br)cc2)oc1N1CCCCC1 | -2 | -4 | 9 | 1 | -2 | 1.2 | 15 | 0 | 99 | 9
CC(C)=N/N=C1/NC(=O)C(CC(=O)Nc2cc(Cl)ccc2C)S1 (centres undefined) | 1 | -1 | 0 | 22 | -4 | -1.8 | -3 | -1 | 98 | -2
N#Cc1c(SCC(=O)N2CCCCC2)nsc1SCC(=O)N1CCCCC1 | -2 | 13 | 5 | -14 | -3 | -0.9 | -4 | 1 | 92 | -2
COc1ccc(S(=O)(=O)N2CCN(CC(=O)Nc3ccccc3OC)CC2)cc1 | -4 | -5 | 7 | -8 | -7 | 0.1 | -2 | -1 | 97 | -2
Nc1nc(SCC(=O)N2CCOCC2)n[nH]1 | 0 | -1 | -6 | -1 | -2 | -1.9 | 10 | -1 | 104 | 2
CC1(C)Cc2ccccc2-c2nnc(SCC(=O)N3CCc4ccccc43)n21 | -5 | 6 | 3 | 0 | -4 | -1.5 | 13 | 1 | 98 | 2
N#CCCN(C(=O)CN1C(=O)NC2(CCCC2)C1=O)c1ccccc1F | 2 | 6 | 0 | -9 | -4 | -1.4 | 0 | 4 | 98 | -3
CCCc1cc(=O)n2[nH]c(-c3ccc(Br)cc3)cc2n1 | 4 | -7 | -1 | -9 | -5 | -1.0 | -3 | -7 | 100 | -3
Cc1cccc(-n2ncc3c2CCCC3NC(=O)CCc2cccnc2)c1C (centres undefined) | 1 | 8 | 8 | -9 | -7 | 0.6 | 2 | 9 | 93 | -3
COc1c(F)c(F)c(C(=O)O)c(Nc2cc(C)cc(C)c2)c1F | 0 | 4 | 2 | 0 | -4 | -0.6 | 12 | -2 | 98 | -3
CCCCc1nc(NCC2CCCO2)c(C#N)c2c1COC(C)(C)C2 (centres undefined) | 2 | -6 | 3 | -2 | -3 | 7.5 | 17 | 3 | 91 | 1
CCOc1ccc(NCCC(=O)c2ccc3c(c2)OCO3)cc1 | 7 | -2 | -4 | -7 | -9 | 1.1 | 10 | 0 | 105 | 24
CC(OC(=O)c1oc2ccccc2c1COc1ccccc1)C(=O)NC(N)=O (centres undefined) | -2 | 15 | -3 | -12 | -2 | -3.4 | 6 | 0 | 97 | -10
CN(C(=O)c1cccc(NC(=O)Cc2cccc(NC(=O)C3CCCN(C(=O)C4CCCC4)C3)c2)c1)C1CCC1 (centres undefined) | 0 | 2 | 6 | -2 | -3 | 1.3 | 12 | -3 | 92 | -1
CCCCCCCOC1(c2ccccc2)OC(=O)c2ccccc21 (centres undefined) | -2 | -1 | -5 | -20 | -3 | -1.4 | 10 | 1 | 96 | 5
N#Cc1ccccc1OCC(=O)NCC(c1ccc(F)cc1)N1CCOCC1 (centres undefined) | 1 | 3 | 0 | 0 | -6 | -1.1 | -5 | -4 | 97 | -4
O=C(NCc1nc2ccccc2[nH]1)c1cccc(S(=O)(=O)N2CCOCC2)c1 | 1 | -3 | -2 | 1 | · | -1.8 | 13 | -1 | 104 | 0
Cc1ccc(CN2CCSCC2)c(C)c1 | 2 | -10 | 1 | -4 | -6 | 0.7 | 6 | 1 | 94 | -2

Pulled by structure from the entries so far, 2 records:
SMILES | N-glyco inh | PDI inh | ABHD5-PLIN5 inh | H9c2 protect | CaV13 ICDI inh | MC4R ag barr | MC4R antagonist | m5-HT2A agonist | ABCB6 inh 2 | Granule exo inh
O=C(NCc1nc2ccccc2[nH]1)c1cccc(S(=O)(=O)N2CCOCC2)c1 | 1 | -3 | -2 | 1 | · | -1.8 | 13 | -1 | 104 | 0
Cc1ccc(CN2CCSCC2)c(C)c1 | 2 | -10 | 1 | -4 | -6 | 0.7 | 6 | 1 | 94 | -2

Further entries
SMILES | N-glyco inh | PDI inh | ABHD5-PLIN5 inh | H9c2 protect | CaV13 ICDI inh | MC4R ag barr | MC4R antagonist | m5-HT2A agonist | ABCB6 inh 2 | Granule exo inh
COc1cccc2c1-c1c(O)cccc1C2=O | 2 | 2 | 4 | 18 | -17 | -0.5 | -1 | -1 | 88 | 11
COC(=O)c1[nH]c2c(c1C)C(=O)CC(c1cccs1)C2 (centres undefined) | 14 | 3 | -3 | 8 | -1 | 1.1 | -9 | 1 | 97 | -5
COc1cccc(CNC(=O)C(=O)N2CCC3(CC2)OCCN3S(=O)(=O)c2ccc(C)cc2)c1 | 0 | -1 | 0 | 2 | -5 | -2.4 | 13 | 0 | 98 | 1
Cn1c(N2CCC(C(N)=O)CC2)nc2c1c(=O)n(Cc1ccc(Cl)cc1)c(=O)n2C | 2 | 3 | -1 | 11 | -8 | -1.9 | 3 | -3 | 92 | 1
COc1ccc2nc(Cl)c(C3CC(c4ccco4)=NN3C(=O)CCC(=O)O)cc2c1 (centres undefined) | 2 | 17 | 0 | 3 | -5 | -2.7 | 0 | -4 | 95 | 2
COc1ccccc1-n1c(SCC(=O)N2CCOCC2)nc(O)cc1=O | 3 | -7 | -5 | 4 | -2 | -0.8 | 22 | 3 | 101 | -4
COC(=O)c1ccc2nc(-c3ccc(F)cc3)c(Cc3ccc(OC)cc3C)n2c1 | -3 | · | 3 | -1 | -7 | · | · | -7 | 94 | 2
CCN(CC(=O)Nc1ccc2c(c1)OCCO2)C(=O)c1cccc(OCC(C)C)c1 | 0 | 10 | 0 | 8 | · | -1.1 | -1 | 6 | 102 | 17
Cc1[nH][nH]c(=O)c1C(c1c(C)[nH][nH]c1=O)c1cn(Cc2ccc(Cl)c(Cl)c2)c2ccccc12 | 10 | 3 | -7 | -14 | -5 | -4.9 | -38 | 0 | 94 | 3
CCN(CC)CC(=O)Nc1nc(-c2ccc(Cl)cc2)cs1 | -2 | 4 | -4 | 1 | -3 | -1.1 | 1 | -6 | 84 | 11

Entries of single compounds, quoted from the list:
CCN(CC)CC(=O)Nc1nc(-c2ccc(Cl)cc2)cs1 across the screens: N-glyco inh = -2; PDI inh = 4; ABHD5-PLIN5 inh = -4; H9c2 protect = 1; CaV13 ICDI inh = -3; MC4R ag barr = -1.1; MC4R antagonist = 1; m5-HT2A agonist = -6; ABCB6 inh 2 = 84; Granule exo inh = 11
CCOP(=O)(OCC)c1nc(-c2ccc(Br)cc2)oc1N1CCCCC1 across the screens: N-glyco inh = -2; PDI inh = -4; ABHD5-PLIN5 inh = 9; H9c2 protect = 1; CaV13 ICDI inh = -2; MC4R ag barr = 1.2; MC4R antagonist = 15; m5-HT2A agonist = 0; ABCB6 inh 2 = 99; Granule exo inh = 9

New compounds follow.
SMILES | N-glyco inh | PDI inh | ABHD5-PLIN5 inh | H9c2 protect | CaV13 ICDI inh | MC4R ag barr | MC4R antagonist | m5-HT2A agonist | ABCB6 inh 2 | Granule exo inh
CCOc1ccc(NC(=O)C2CCCCN2S(=O)(=O)c2ccccc2)cc1 (centres undefined) | -1 | 3 | -7 | 4 | -8 | -0.4 | 6 | 0 | 95 | -2
COc1ccc(OC)c(S(=O)(=O)N(C)CC(=O)N2CCc3ccccc3C2)c1 | 2 | 13 | -3 | 9 | -5 | -1.9 | 1 | 4 | 120 | -2
c1ccc(-c2n[nH]c3c2CCC3)cc1 | -1 | 2 | 5 | -8 | -5 | -2.4 | 6 | 5 | 97 | -2
O=C(Cn1cc2c(n1)CCCC2)NCCCN1CCN(Cc2ccccc2)CC1 | -1 | · | -3 | 8 | -2 | 1.5 | 10 | -1 | 105 | -1
CNc1cc(-c2cccc(OC)c2F)nc2ccnn12 | 12 | 0 | -1 | 3 | -6 | 0.5 | -1 | -2 | 95 | -4
CCC(O)(Cc1ccccn1)Cc1ccccn1 | 2 | 22 | 3 | -5 | -6 | -2.0 | -6 | -1 | 101 | 12
CN(CCCC(=O)NC1CC(C)(C)NC(C)(C)C1)S(=O)(=O)c1ccc([N+](=O)[O-])cc1 | 3 | 3 | -5 | -2 | 0 | -0.7 | -3 | 2 | 106 | 4
Cc1ccc(NC(=S)NC2CCCCC2)cc1S(=O)(=O)N(C)C | -1 | 1 | -4 | -9 | -3 | 0.6 | -2 | 0 | 92 | -2
CC1CCN(S(=O)(=O)c2ccc(NC(=O)Cn3nnc(-c4ccccc4F)n3)cc2)CC1 | 1 | 11 | 26* | -16 | -5 | 12* | -6 | 2 | 90 | -6
CC1(C(=O)NC2CCCCC2)CCC(=O)N1Cc1cccnc1 (centres undefined) | 1 | 8 | -3 | 5 | -3 | -1.4 | 6 | 0 | 97 | -2

Some of these compounds in order of their number in m5-HT2A agonist, high to low:
mol | m5-HT2A agonist
CN(CCCC(=O)NC1CC(C)(C)NC(C)(C)C1)S(=O)(=O)c1ccc([N+](=O)[O-])cc1 | 2
CCOc1ccc(NC(=O)C2CCCCN2S(=O)(=O)c2ccccc2)cc1 (centres undefined) | 0
CCC(O)(Cc1ccccn1)Cc1ccccn1 | -1

Remaining list, next part
SMILES | N-glyco inh | PDI inh | ABHD5-PLIN5 inh | H9c2 protect | CaV13 ICDI inh | MC4R ag barr | MC4R antagonist | m5-HT2A agonist | ABCB6 inh 2 | Granule exo inh
COc1ccc(C(=O)N2CCCC(CNC(=O)c3ccccc3Cl)C2)o1 (centres undefined) | -1 | 6 | 1 | 0 | -5 | -3.6 | 11 | -6 | 94 | 0
C[C@@H](O)C1NC(=O)[C@H](CCCCN)NC(=O)c2cc([N+](=O)[O-])cc(I)c2NCCC[C@@H](C(N)=O)NC1=O (some centres undefined) | 4 | 8 | -2 | 4 | -5 | -0.7 | 8 | -4 | 101 | 10
COc1ccc(C(=O)N2CCN(c3nc4cc(C)ccc4cc3C#N)CC2)c(OC)c1 | 0 | -6 | 3 | -4 | -4 | 0.9 | 26 | 3 | 92 | 3
O=C(C[n+]1ccccc1)N1CCCc2ccccc21 | 0 | 7 | -2 | 5 | -7 | 3.8 | 2 | 20* | 100 | -3
N#CCC(=O)Nc1ccc(C(=O)OCC(=O)NC(=O)Nc2ccc3c(c2)OCCO3)cc1 | 0 | 2 | -5 | 0 | -5 | -1.8 | 14 | -10 | 95 | -3
Cc1oc(C(C)(C)C)cc1C(=O)Nc1cccc(/C=C/C(=O)O)c1 | 2 | 15 | 1 | -5 | 0 | -0.7 | 6 | -4 | 83 | 1
CN1CCN(S(=O)(=O)c2ccc(Cl)cc2)CC1 | 1&2 | 2&-9 | 4&-9 | 5&1 | -9&-21 | 1.5&-0.7 | 6&6 | -4&-5 | 95&96 | 4&2
COc1cc(/C=C/C(=O)OCC(=O)c2c(N)n(C)c(=O)n(C)c2=O)ccc1OC(F)F | 0 | -3 | 0 | 3 | -4 | -2.0 | 5 | 3 | 103 | 8
CCn1cc(CN2CCCC(C(=O)Nc3cccc(-n4cccn4)c3)C2)c(C)n1 (centres undefined) | -1 | -1 | 7 | 0 | -5 | -1.7 | -2 | -8 | 95 | -11
